TRHR ag – activates the human TRH receptor. AID 493084. activation, % at 2 µM. TRHR cells, calcium flux fluo-8, FDSS agonist mode. 360,000 tested, 0.18% active. P34981; in the data active = activation above about 30%; also: 0% is about no effect
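TRHR-expressing cells, plated overnight in medium with 10% serum, were loaded with fluo-8 calcium dye at room temperature. After a 10 s baseline, library compound was pin-added and calcium release was recorded kinetically (ex 480/em 530) as agonist response.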
RXFP1 ag – activates the human relaxin receptor RXFP1. Q9HBX9. HEK293T-RXFP1 cAMP TR-FRET, 30 min; response scale: percent of porcine relaxin response, buffer zero. 370,000 tested, 0.3% active. Potency, µM (series often up to 57.5 µM), inactives show at the top dose activation, most hits filed as activators. AID 2676; also: potency is read from the fitted curve at half-maximal effect; % is scaled to controls: 0 for no effect and ±100 for the full control effect; nearly all actives have a fitted effect of over 60% in size; many of its hits are not listed in these tables
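cAMP rise read by TR-FRET after 30 min, 37C compound exposure (up to 58 uM) in RXFP1-transfected HEK293 cells with Ro 20174 present. EC50 from Hill-equation fits, with 29 nM porcine relaxin as 100% and buffer as basal.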
RXFP1 antagonist – RXFP1 (human) relaxin receptor antagonism | Q9HBX9 | HEK293-RXFP1, relaxin-stimulated cAMP HTRF, 30 min; active compounds read low | activity change, negative = inhibition, % at 57.5 µM | 350,000 tested, 0.59% active | AID 1259400;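 active = activity change of -60% or lower, but not beyond a set lower limit; inconclusive = change between -60% and -40%, or beyond the set limit; inactive = change above -40%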; also: % is scaled to controls: 0 for no effect and ±100 for the full control effect
TRHR enhancer – allosterically enhances the human TRH receptor. P34981. TRHR cells, fluo-8 calcium fluorescence, EC20 TRH enhancement. enhancement, % at 2 µM. 360,000 tested, 0.66% active. AID 493056; in the data active = enhancement above about 30%; also: 0% is about no effect
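TRHR-expressing cells loaded with fluo-8 calcium dye were read kinetically (ex 480/em 530) during compound addition, then stimulated with an EC20 of TRH (10 nM final). Enhancement of the Gq-mediated intracellular calcium response was scored.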
D1 ag – human D1 receptor agonism | P21728 | HEK293 T-REx D1 cells, calcium flux, agonist mode | activation, % at 2 µM | 360,000 tested, 1% active; in the data active = activation above about 30%; also: 0% is about no effect
Target sequence (P21728 whole entry, looked up): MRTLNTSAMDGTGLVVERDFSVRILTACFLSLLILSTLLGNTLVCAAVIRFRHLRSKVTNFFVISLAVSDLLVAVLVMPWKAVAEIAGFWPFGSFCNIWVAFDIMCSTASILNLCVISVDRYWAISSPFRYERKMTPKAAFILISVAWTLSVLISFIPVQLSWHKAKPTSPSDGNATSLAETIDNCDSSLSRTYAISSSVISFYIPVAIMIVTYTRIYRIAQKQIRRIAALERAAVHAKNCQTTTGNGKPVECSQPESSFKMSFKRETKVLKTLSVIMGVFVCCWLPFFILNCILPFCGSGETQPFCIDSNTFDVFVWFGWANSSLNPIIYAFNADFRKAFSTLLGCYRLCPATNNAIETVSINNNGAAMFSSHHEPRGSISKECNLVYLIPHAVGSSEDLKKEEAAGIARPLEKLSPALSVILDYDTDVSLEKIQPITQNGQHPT
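Inducible HEK293 T-REx D1 cells, force-coupled to calcium signalling, were plated at 4000 cells/well with tetracycline and held overnight at 30 C. After no-wash calcium dye loading, compound-evoked calcium rise over 180 s flagged agonists.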
D1 PAM – human D1 dopamine receptor positive modulation; 360,000 tested, 0.036% active; potentiation, % at 10 µM; HEK293 TREx D1 cells, calcium flux, dopamine EC20 potentiation; in the data active = potentiation above about 30%; also: 0% is about no effect
D2 potentiator – D2 dopamine receptor (human) potentiation. 340,000 tested, 0.34% active. P14416. HEK293 T-REx D2, calcium flux, EC20 dopamine potentiation. potentiation, % at 10 µM. AID 485347;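 active = potentiation over 3 SD above the plate norm, cut at about 30% in these data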; also: 0% is about no effect
Target sequence (P14416 whole entry, looked up): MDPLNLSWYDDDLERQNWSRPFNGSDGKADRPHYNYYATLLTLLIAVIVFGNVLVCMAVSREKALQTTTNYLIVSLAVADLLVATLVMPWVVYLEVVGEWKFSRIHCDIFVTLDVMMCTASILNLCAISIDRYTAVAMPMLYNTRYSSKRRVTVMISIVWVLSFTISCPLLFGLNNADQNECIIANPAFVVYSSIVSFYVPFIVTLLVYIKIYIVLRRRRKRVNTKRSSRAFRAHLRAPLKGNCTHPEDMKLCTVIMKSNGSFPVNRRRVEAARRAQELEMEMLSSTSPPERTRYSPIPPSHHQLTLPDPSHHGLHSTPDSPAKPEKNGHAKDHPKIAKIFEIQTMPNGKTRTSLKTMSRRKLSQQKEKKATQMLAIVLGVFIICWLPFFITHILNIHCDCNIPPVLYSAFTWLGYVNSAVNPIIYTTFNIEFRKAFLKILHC
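Tetracycline-induced HEK293 T-REx cells force-coupled to calcium signalling expressed D2; compounds were pin-added after a 10 s baseline, read kinetically 180 s, then an EC20 dopamine challenge followed with a further 180 s calcium read.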
D1 antag – antagonists of human D1 dopamine receptor; P21728; HEK293 TREx D1 cells, calcium flux, dopamine EC80; active compounds read low; activity change, negative = inhibition, % at 10 µM; 360,000 tested, 3.2% active; AID 504652; in the data active = activity change below about -30%; also: % is scaled to controls: 0 for no effect and ±100 for the full control effect
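Allosteric or orthosteric antagonism assessed as attenuation of the calcium response to EC80 dopamine, added 180 s after compound, in induced HEK293 Trex D1 cells loaded with no-wash calcium dye.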
Apoferritin bind – candidate novel general anesthetic via apoferritin binding | P02791 | apoferritin/1-aminoanthracene competitive binding, fluorescence | Potency, µM (top dose mostly 77.5 µM), without a hit: at the highest dose activity change, negative = displacement, actives largely listed as inhibitors | 350,000 tested, 0.074% active; also: potency is read from the fitted curve at half-maximal effect; % is scaled to controls: 0 for no effect and ±100 for the full control effect; nearly all actives have a fitted effect of over 20% in size
Target sequence (P02791 2-175 limits assumed): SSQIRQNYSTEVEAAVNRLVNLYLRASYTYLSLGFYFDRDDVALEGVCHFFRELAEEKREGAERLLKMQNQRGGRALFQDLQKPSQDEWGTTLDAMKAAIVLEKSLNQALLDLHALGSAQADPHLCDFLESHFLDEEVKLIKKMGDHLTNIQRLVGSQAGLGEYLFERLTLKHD
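Steps: apoferritin (10 uM) was premixed with half-saturated 1-AMA in PBS, compounds were pin-transferred, plates stood 10 min at room temperature, fluorescence was read at 380/535 nm, and curves were fitted with a Hill equation.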
Starred values were filed as active, the others as inactive; ? = inconclusive; · = not tested or not shown; & = joins results of further samples; [ ] = another dose, or the depositor's remark. Unless noted, calls follow the shape of the dose curve; as a rule, active = well fitted curve in the direction sought with a large enough effect; inconclusive = small, poorly fitted or top-dose-only effect, or another doubt; inactive = no such curve, though single readings can be large; an effect the other way counts as inactive or inconclusive.

SMILES	TRHR ag	RXFP1 ag	RXFP1 antagonist	TRHR enhancer	D1 ag	D1 PAM	D2 potentiator	D1 antag	Apoferritin bind
CCOc1cc(CNC(=O)c2ccc3c(c2)N(C)C(=O)C2CCCCN32)cc(OCC)c1OCC (stereo not drawn)	-1.0	0.2%	-7	-3	2	-2	-9	-1	3%
O=C(COc1ccc(Br)cc1Cl)NC1CCN(Cc2ccccc2)CC1	1.2	0.1%	2	-4	3	-3	-20	-10	-21%
CCc1nc(N2CCN(CC(=O)NCC3CCCO3)CC2)c(C#N)c2c1COC(C)(C)C2 (stereo not drawn)	-0.1	-0.6%	-26	11	1	-1	9	3	8%
O=C(CCc1nc(-c2ccccc2)no1)Nc1cc(C(F)(F)F)ccc1Cl	-0.2	-0.8%	-12	0	61*	6	14	14	-23%
CCN(CC)c1ccc2nc3c(=O)n(C)c(=O)n(C)c3nc2c1	68*	3.1%	-6	4	144*	3	5	-18	38%[activator]
COCCNC(=S)N/N=C(\C)c1ccc(-n2ccnc2)cc1	0.2	2.7%	0	2	1	1	-5	4	-6%
O=C(C1CCC(Cn2c(=O)c3sccc3n(Cc3ccc(F)cc3)c2=O)CC1)N1CCOCC1 (stereo not drawn)	0.2	1.3%	-8	-8	0	-5	-4	9	-12%
Cc1ccc(S(=O)(=O)Nn2c(C)nnc2-n2nc(C)cc2C)cc1	0.6	1.2%	1	-2	6	-2	-7	-5	-8%
Cc1cc(C(=O)Cn2cnc3cc([N+](=O)[O-])ccc3c2=O)c(C)n1CC1CCCO1 (stereo not drawn)	0.7	4.4%	-9	15	1	-2	-9	11	-17%
COc1ccc(CCN(Cc2cccs2)S(=O)(=O)c2ccc(S(=O)(=O)N(C)C3CCCCC3)cc2)cc1OC	-0.4	-2.6%	2	9	2	-8	10	-5	-9%
O=C1CC(=C(c2ccccc2)c2ccccc2)C(=O)N1CCCCN1CCN(c2cccc(Cl)c2)CC1	-0.2	1.3%	9	0	1	-4	9	-12	?
CCC(CC)C(=O)Nc1nnc(CCc2ccccc2)s1	-0.2	0.7%	-2	3	-3	-8	14	-7	-21%
O=[N+]([O-])c1cc(Br)c(OCc2nnc(-c3ccccc3)o2)c(Br)c1	0.6	-1.2%	7	6	3	0	6	-1	-6%
O=C(c1ccccc1Cl)N(Cc1ccccc1F)N1C(=O)CCCC1=O	0.4	1.2%	-9	-2	1	10	-3	-12	-6%
O=C(Nc1ccc2nc(SCCOc3ccccc3Cl)sc2c1)c1ccco1	1.7	0.3%	·	1	8	-2	3	-1	41%[activator]
COc1ccc(N(CC(=O)N2CC=C(c3ccccc3)CC2)S(=O)(=O)c2c(C)noc2C)cc1	0.1	1.9%	-4	-2	1	-2	4	-4	-12%
COc1ccccc1N1CCN(C(=O)c2ccoc2C)CC1	-0.9	-0.2%	-14	-5	3	2	-6	6	-14%
O=C(CN1C(=O)C2(SCC(=O)N2c2ccccc2)c2ccccc21)NCCc1ccccc1 (stereo not drawn)	-0.7	-1.3%	·	12	10	2	-1	-2	29%
Cc1nc2ccccc2n1C1CC(=O)N(Cc2ccccc2)C1=O (stereo not drawn)	0.5	-0.1%	-8	1	5	-6	-2	-14	-12%
O=C(NCc1ccccc1)N1CCC(CO)(CCc2ccccc2)CC1	0.3	-0.2%	-2	7	0	-6	6	6	-11%
O=C(CSc1nc2c(c(=O)[nH]1)CCC2)Nc1ccc(F)cc1	-0.1	-0.1%	-7	0	0	-2	-12	-22	-15%
CCOc1ccc(C(=O)NCCc2csc(-c3ccc(C(F)(F)F)cc3)n2)cc1OCC	-0.1	0.5%	-4	-5	3	-6	-4	0	-12%
COc1ccc(NC(=O)c2ccco2)cc1NC(=O)COc1ccccc1[N+](=O)[O-]	0.3	1.2%	-12	3	0	1	4	7	-6%
CN(C(=O)COC(=O)CN1C(=O)c2cccc([N+](=O)[O-])c2C1=O)c1ccccc1	-0.6	-0.2%	-4	4	1	-1	8	-3	·
COc1ccc(CC(NC(=O)c2ccccc2)C(=O)NCC(=O)O)cc1 (stereo not drawn)	0.1	-1.7%	-20	5	2	·	-1	3	1%
CC1CCN(c2ccc([N+](=O)[O-])cc2C(=O)O)CC1	0.2	0.1%	4	13	1	6	-8	6	-2%
Cc1c(OC(C)C(=O)NCCN2CCOCC2)ccc2c3c(c(=O)oc12)CCCC3 (stereo not drawn)	0.1	1.7%	-7	-4	4	-2	0	0	-11%
CCN(CC)S(=O)(=O)c1cc(NC(=O)c2cccc(N3C(=O)CCC3=O)c2)ccc1Cl	0.3	-0.2%	8	-6	2	-7	17	1	·
COc1ccc(Cc2nn3c(-c4ccccc4Br)nnc3s2)cc1	0.7	-1.1%	-12	-1	13	0	1	2	5%
CCCc1nc2ccccc2c(=O)n1/N=C/c1ccccc1O	1.8	-0.2%	·	-2	2	-7	-8	-12	-13%
O=C(/C=C(\c1ccccc1)n1cncn1)c1ccccc1	0.0	1.5%	-3	-1	0	2	2	-2	-8%
CCCCCC(O)(c1ccccc1)C(CN1CCOCC1)c1ccccc1 (stereo not drawn)	0.0	-0.3%	-64*	11	2	3	4	-2	-2%
COc1ccc(NC(=O)c2nc(SCc3ccc(F)cc3)ncc2Cl)cc1	1.4	0.0%	-7	-6	3	2	-2	2	?
O=C(/C(=N\O)n1cncn1)c1ccc(Cl)cc1Cl	-0.3	-1.3%	5	-4	-1	15	1	0	-5%
CCN(C(=O)CCn1cnc2onc(-c3ccc(F)cc3)c2c1=O)c1ccc(OC)cc1	1.0	1.7%	-19	-5	6	-2	6	-10	?
CCc1ccc2[nH]c(=O)c(CN(CCN(C)C)C(=O)Nc3ccccc3)cc2c1	1.0	1.6%	-10	14	4	-2	1	5	-18%
COc1ccc(CC(=O)NCCN2CCOCC2)cc1	-0.3	0.1%	8	2	7	1	4	4	-16%
CCCCOc1ccc(C(=O)NCCS(=O)(=O)N2CCN(c3ccccc3OC)CC2)cc1	-0.9	1.3%	?	-2	3	-2	10	-65*	-6%
CC(C)c1cccc(C(C)C)c1NC(=O)CNCC(O)c1ccccc1 (stereo not drawn)	-1.0	0.5%	1	-5	0	-2	-3	-3	-2%
CNC(=O)c1cc2c(=O)n3cccc(C)c3nc2n(C(C)C)c1=N	0.5	16%	-4	5	0	-2	-8	1	589%[activator]
Cc1ccc2c(c1)c(-c1ccccc1)nc1nnnn12	0.6	1.3%	4	-3	0	4	4	-2	-5%
CCOC(=O)c1ccc(NC(=O)COCc2cc(-c3ccc4c(c3)OCO4)on2)cc1	1.0	1.6%	3	-2	10	1	-9	-25	-7%
CN1C(=O)OC(C)(CCc2ccccc2)C1(C)O (stereo not drawn)	0.2	-0.3%	-8	3	0	-2	6	4	?
NC(=O)CC(NC(=O)c1ccccc1)c1ccc(NCCCN2CCCC2=O)c([N+](=O)[O-])c1 (stereo not drawn)	0.3	1.2%	·	8	3	-1	6	-3	?
COc1ccc(C(C)(C)C)cc1NC(=O)COC(=O)c1ccc([N+](=O)[O-])o1	0.3	-2.2%	-3	1	2	5	-6	-4	-28%
Cc1c(C(=O)OCC[N+]2(C)CCCCC2)oc2ccccc12	0.6	-0.2%	4	-3	1	-7	8	1	-6%
CCOC(=O)C1CCCN(C(=O)CCCn2nnnc2CN2CCOCC2)C1 (stereo not drawn)	0.4	0.8%	4	9	1	-1	2	-11	-9%
O=C1CC(c2ccccc2)CC(O)=C1C=NCc1ccc(Cl)c(Cl)c1 (stereo not drawn)	0.2	1.6%	2	5	2	-1	-7	-12	-20%
CC(=O)/C(=N\Nc1ccccc1)Sc1cccc2cccnc12	0.0	2.4%	-1	1	0	-3	·	-14	-11%
CCOC(=O)C1CCN(C(=O)COC(=O)c2ccc3[nH]c4c(c3c2)CCCC4)CC1	-0.4	0.0%	-3	0	1	6	11	17	·
CCOC(=O)c1c(-c2ccc(C)cc2)csc1NC(=O)c1cc(=O)c2cc(C)ccc2o1	0.3	-1.2%	12	29	1	3	-3	3	3%
O=[N+]([O-])c1ccc(NC(=S)N2CCOCC2)cc1	0.7	0.8%	6	3	5	-1	1	-7	0%
CC(=O)c1ccc(NC(=O)CCn2nc(C)c(S(=O)(=O)N3CCC(C)CC3)c2C)cc1	-1.3	-0.2%	8	4	0	0	3	3	5%
COc1cc2c(CCNC(C)=O)c[nH]c2cc1Cl	-0.3	0.5%	·	-4	0	-7	-7	14	·
COc1ccc(C2=Nn3c(nnc3-c3cc(C)[nH]n3)SC2)cc1	-0.6	1.4%	-5	21	3	-2	14	4	-15%
O=c1c(Cl)c(NCC2CCCO2)cnn1C12CC3CC(CC(C3)C1)C2 (stereo not drawn)	0.0	1.1%	-2	-1	3	2	-5	3	-4%
Cc1ccc(NC(=O)c2oc3ccc(S(=O)(=O)N4CCOCC4)cc3c2C)c(C)c1	-0.2&-0.3	?	-13&-2	2&-3	7&0	0&-1	5&13	4&-1	-4%&-7%
COc1ccc(CCNC(=O)COc2nncc3ccccc23)cc1	-1.4	-0.6%	-10	-5	3	2	-6	-8	-9%
CN1C(=O)c2ccc(C(=O)NC3CCCCC3)cc2C1=O	0.1	-0.3%	-9	4	9	5	-3	-9	-6%
CC(=O)N(c1ccccc1C)S(=O)(=O)c1ccc(Cl)cc1	0.2	-0.4%	3	-3	1	3	4	-3	-17%
COc1cc(NS(=O)(=O)c2ccc(-c3cc(C)no3)cc2)cc(OC)c1	1.0	22%	9	-2	22	-3	5	-18	?

Two compounds from above, showing only D2 potentiator, RXFP1 antagonist and D1 antag.
SMILES | D2 potentiator | RXFP1 antagonist | D1 antag
CN1C(=O)c2ccc(C(=O)NC3CCCCC3)cc2C1=O | -3 | -9 | -9
Cc1ccc(NC(=O)c2oc3ccc(S(=O)(=O)N4CCOCC4)cc3c2C)c(C)c1 | 5&13 | -13&-2 | 4&-1

Of the compounds above, 2 contain a COOH group.
SMILES	TRHR ag	RXFP1 ag	RXFP1 antagonist	TRHR enhancer	D1 ag	D1 PAM	D2 potentiator	D1 antag	Apoferritin bind
COc1ccc(CC(NC(=O)c2ccccc2)C(=O)NCC(=O)O)cc1 (stereo not drawn)	0.1	-1.7%	-20	5	2	·	-1	3	1%
CC1CCN(c2ccc([N+](=O)[O-])cc2C(=O)O)CC1	0.2	0.1%	4	13	1	6	-8	6	-2%

Assay outcomes: PubChem, National Center for Advancing Translational Sciences (NCATS)

Not all compounds are listed, so the mix of outcomes need not match the whole.
